Assay outcomes as filed in PubChem BioAssay.
Apoferritin bind – candidate novel general anesthetic via apoferritin binding; apoferritin/1-aminoanthracene competitive binding, fluorescence; Potency, µM (series often up to 77.5 µM), without a hit: at the top dose activity change, negative = displacement, hits mostly inhibitors; 350,000 compounds, 0.074% hits; further: potency means the concentration at half of the fitted maximal effect; on the % scale 0 is the no-effect control and ±100 the full control effect; nearly all actives have a fitted effect of over 20% in size
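In PBS, apoferritin at 10 uM is loaded with 1-AMA from a 50% saturated solution. After 10 min of compound exposure at ambient temperature, reduced 535 nm fluorescence indicates probe displacement.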
Pol iota inh – inhibitors of human DNA polymerase iota; Q9UNA4; Pol iota fluorescent replication assay, 10 min; Potency, µM (titrated, usually from 115 µM), for the others: at the highest dose activity, negative = inhibition, hits mostly inhibitors; 390,000 compounds, 1% hits; further: potency means the concentration at half of the fitted maximal effect
Target sequence (Q9UNA4 whole entry, looked up): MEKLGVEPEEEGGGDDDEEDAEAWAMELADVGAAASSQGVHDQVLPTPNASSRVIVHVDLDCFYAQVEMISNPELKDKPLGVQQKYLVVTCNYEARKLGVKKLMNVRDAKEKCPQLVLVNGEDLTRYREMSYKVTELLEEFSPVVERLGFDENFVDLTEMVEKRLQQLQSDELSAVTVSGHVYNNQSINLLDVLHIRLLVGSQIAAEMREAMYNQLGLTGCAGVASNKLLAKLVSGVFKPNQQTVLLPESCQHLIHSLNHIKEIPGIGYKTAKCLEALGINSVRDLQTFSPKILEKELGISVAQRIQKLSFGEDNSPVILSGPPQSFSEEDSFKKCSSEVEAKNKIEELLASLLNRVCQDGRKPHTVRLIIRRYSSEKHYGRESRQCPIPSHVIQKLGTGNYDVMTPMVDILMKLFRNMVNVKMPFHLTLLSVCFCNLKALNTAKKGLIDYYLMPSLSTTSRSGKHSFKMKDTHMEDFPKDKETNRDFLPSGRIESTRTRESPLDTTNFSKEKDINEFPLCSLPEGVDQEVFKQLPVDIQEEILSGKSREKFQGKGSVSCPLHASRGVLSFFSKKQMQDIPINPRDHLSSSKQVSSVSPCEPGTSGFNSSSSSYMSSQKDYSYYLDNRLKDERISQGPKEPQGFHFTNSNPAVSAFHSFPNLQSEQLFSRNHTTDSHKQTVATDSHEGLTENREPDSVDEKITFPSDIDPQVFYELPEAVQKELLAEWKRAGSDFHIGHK
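Fluorescent replication assay read twice, at 0 min and 10 min after adding 50 nM (final) substrate. Enzyme (10 nM) and compounds were first incubated 15 min at room temperature; enzyme-free buffer wells were negative controls.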
APE1 inh – APE1 (human) endonuclease inhibition; Potency, µM (doses to about 65.8 µM), for the others: at the highest dose activity change, negative = inhibition, hits mostly inhibitors; AID 2517; P27695; 350,000 compounds, 0.35% hits; recombinant APE1, TAMRA/BHQ-2 abasic DNA cleavage fluorescence;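 further: potency means the concentration at half of the fitted maximal effect; plate controls were vehicle for no effect and reference inhibitor for full effect; nearly all actives have a fitted effect of over 55% in size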
Target sequence (P27695 whole entry, looked up): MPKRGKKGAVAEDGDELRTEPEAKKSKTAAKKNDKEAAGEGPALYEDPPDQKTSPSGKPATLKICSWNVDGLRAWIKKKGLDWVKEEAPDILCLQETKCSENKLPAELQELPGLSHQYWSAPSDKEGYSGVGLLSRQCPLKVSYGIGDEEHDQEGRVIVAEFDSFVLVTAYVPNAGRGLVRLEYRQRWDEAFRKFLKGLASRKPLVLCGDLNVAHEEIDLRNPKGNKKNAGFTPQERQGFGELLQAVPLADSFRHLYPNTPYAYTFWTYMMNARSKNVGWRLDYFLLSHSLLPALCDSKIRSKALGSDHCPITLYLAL
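APE1 at 0.75 nM preincubated 15 min at room temperature with compound. Reaction then started with 50 nM double-stranded THF-abasic substrate labelled with TAMRA/BHQ-2, and 525/598 nm fluorescence read kinetically. Activity taken as third-minus-first read difference, normalized to DMSO and NSC13755 controls.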
Pol kappa inh – blocks human DNA polymerase kappa activity; 400,000 compounds, 0.53% hits; Potency, µM (top dose mostly 107 µM), without a hit: top-dose activity, negative = inhibition, hits mostly inhibitors; Q9UBT6; purified Pol kappa, fluorescent DNA synthesis assay, 10 min; further: potency means the concentration at half of the fitted maximal effect; on the % scale 0 is the no-effect control and ±100 the full control effect
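Activity was followed as the change in fluorescence between reads at 0 and 10 min after starting the reaction with 50 nM substrate. Beforehand, 10 nM polymerase had been preincubated with compound for 15 min at room temperature.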
Pol beta inh – DNA polymerase beta (human) inhibition; Potency, µM (doses to about 114 µM), for the others: at the highest dose activity change, negative = inhibition, actives largely listed as inhibitors; Pol beta primer extension/strand displacement, fluorescence kinetic; 340,000 compounds, 1.3% hits; further: potency means the concentration at half of the fitted maximal effect; on the % scale 0 is the no-effect control and ±100 the full control effect
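Human Pol beta at 10 nM; strand-displacement substrate 50 nM final. Compound exposure 15 min at room temperature before start, reaction 10 min at room temperature.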
ERG-DNA inh – inhibitors of human ERG Ets domain-DNA interaction; 370,000 compounds, 0.028% hits; P11308; Potency, µM (series often up to 76.9 µM), for inactives: top-dose FP activity, negative = inhibition, usual class: inhibitors; fluorescence polarization, His-ERG Ets domain / labelled DNA; AID 624246; active means well fitted inhibition curve with a large enough effect in the polarisation, with a control signal flat; inconclusive means small, poorly fitted or top-dose-only effect, or effect the other way, or a change in a side signal; inactive means no such curve, though single readings can be large or run the other way; the % refers to the polarisation;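 further: polarization taken with two DNA probes labelled with fluorescein and Texas red; potency means the concentration at half of the fitted maximal effect; % of control where 0% means no effect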
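His-tagged ERG Ets domain (1 uM in the protein solution; 300mM KCl, 50mM Tris-HCl, 1mM EDTA, 1mM DTT, pH 7.5) received compound, then a probe mix of 5 nM fluorescein-DNA and 100nM Texas-615-DNA. Fluorescence polarization was read for both dyes.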
12-LOX inh – inhibitors of human 12S-lipoxygenase ALOX12 | Potency, µM (series often up to 108 µM), for inactives: at the top dose activity change, negative = inhibition, hits mostly inhibitors | purified 12hLO, xylenol orange hydroperoxide absorbance | 580,000 compounds, 1.1% hits; further: potency means the concentration at half of the fitted maximal effect; on the % scale 0 is the no-effect control and ±100 the full control effect
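Hydroperoxide product was detected by ferrous iron/xylenol orange as the 573 to 405 nm absorbance ratio. Arachidonic acid at 40 uM (final) was turned over for 30 min at room temperature by 150 nM human 12hLO, pH 7.0 Hepes buffer, after 15 min compound preincubation.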
TRHR agonist – TRH receptor (human) agonism; P34981; TRHR cells, calcium flux fluo-8, FDSS agonist mode; activation, % at 2 µM; 360,000 compounds, 0.18% hits; in the data active means activation above about 30%; further: 0% is about no effect
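Read-out: compound-evoked intracellular calcium rise in TRHR cells, fluo-8 dye, kinetic FDSS fluorescence at 1 s/cycle following a 10-cycle baseline. Cells cultured overnight before dye loading (30 min–1.5 h, RT).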
BLM inh – blocks DNA unwinding by human BLM helicase | P54132 | recombinant BLM DNA unwinding, fluorescence dequenching | Potency, µM (series often up to 56.1 µM), without a hit: at the top dose activity change, negative = inhibition, hits mostly inhibitors | 350,000 compounds, 0.2% hits | AID 2528;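 further: potency means the concentration at half of the fitted maximal effect; plate controls were vehicle for no effect and no enzyme for full effect; nearly all actives have a fitted effect of over 35% in size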
The depositor's hits bear a star; ? = inconclusive; / = no result given; & = joins results of further samples; [ ] = another dose, or the depositor's remark. Unless noted, the call rests on the fitted dose curve; in most records, active means well fitted curve in the direction sought with a large enough effect; inconclusive means small, poorly fitted or top-dose-only effect, or another doubt; inactive means no such curve, though single readings can be large; an effect the other way counts as inactive or inconclusive.

SMILES	Apoferritin bind	Pol iota inh	APE1 inh	Pol kappa inh	Pol beta inh	ERG-DNA inh	12-LOX inh	TRHR agonist	BLM inh
O=C(NCCN1C(=O)S/C(=C\c2cccc(Cl)c2Cl)C1=O)C1=COCCO1	-13.3%	17.7%	-6.9%	-8.4%	61.8%	-8.9%	6.2%	-1.0	-0.9%
O=C1c2cccc([N+](=O)[O-])c2C(=O)N1c1cccnc1	0.4%	57.2%[activator]	-0.9%	-2.3%	-7.3%	12.0%	-10.1%	-0.4	-0.5%
COc1ccccc1/C=N/NC(=O)COCC(=O)N/N=C/c1ccccc1OC	-14.7%	79.1%[activator]	?	-16.5%	0.1%	1.1%	16.6%	-0.4	2.1%
O=C(NCC1(O)CCCCC1)C1CCC(=O)N(Cc2cccc(C(F)(F)F)c2)C1 (configuration not stated)	-6.5%	30.4%[activator]	6.8%	-24.4%	21.7%	10.9%	3.2%	0.4	-5.7%
COc1ccc(S(=O)(=O)N2CCN(C(=O)NC3CCCCC3)CC2)cc1	-6.5%	12.4%	-6.9%	6.0%	-3.8%	8.6%	4.1%&-17.4%	-1.6	3.0%
CC1(C)N=C(N)N=C(N)N1c1ccc(C(=O)O)cc1	-4.7%	/	3.1%	/	7.5%	/	/	0.2	2.8%
CNC(=O)COc1coc(CN2CCN(c3ccc(OC)cc3)CC2)cc1=O	-4.3%	?	-16.9%	1.0%	-11.9%	4.9%	-13.9%	0.5	-5.8%
CCCOc1ccc(/C=N/NC(=O)C2CCCN2S(=O)(=O)c2ccc(Cl)cc2)cc1 (configuration not stated)	-3.4%	-11.8%	-5.9%	-9.6%	-15.2%	8.0%	?	-0.6	-9.7%
CCOCC(=O)Nc1ccc(C(=O)Nc2ccccc2Cl)cc1	-6.7%	/	-1.9%	/	-23.9%	/	-4.3%	0.6	-3.3%
O=C(C1Cc2ccccc2CN1C(=O)c1ccco1)N1CCN(c2ccccc2)CC1 (configuration not stated)	/	?	-12.9%	-13.1%	/	1.1%	?	-0.8	/
CCOC(=O)c1sc(NC(=O)CC)nc1C	-4.1%	70.1%[activator]	-0.5%	-12.7%	1.1%	4.2%	1.8%	0.1	3.4%
CC(=O)Nc1ccc(NC(=O)CC23CC4CC(CC(C4)C2)C3)cc1	?	17.2%	3.9%	-9.8%	1.7%	0.4%	11.8%	0.3	-2.6%
O=C(COC(=O)c1cccc([N+](=O)[O-])c1)NC1CCCC1	-0.4%	-29.2%	23.7%	1.5%[60.1 µM]	5.8%	10.2%	-0.6%	-0.1	0.1%
O=C(NCCN1CCOCC1)C1(C(F)(F)F)C/C(=C\Cc2ccccc2)CCCO1 (configuration not stated)	-11.7%	?	1.1%	1.1%&9.7%	/	-13.6%	15.3%	/	-9.7%
CCOC(=O)c1c(C)n(C)c2ccc(OC)c([N+](=O)[O-])c12	-4.0%	30.9%	-1.2%	2.7%	-5.0%	5.0%	-0.6%	0.7	-5.1%
COc1ccc(C)cc1NC(=O)Nc1ccncc1	-12.8%	21.9%	0.0%	1.2%	-12.1%	-5.1%	10.1%	0.3	-3.8%
Cc1ccc(CCNC(=O)CCCn2nc(C)c3c(C)n(-c4ccc(C)cc4)nc3c2=O)cc1	-4.9%&4.4%	1.4%&13.1%	20.3%	5.7%&-12.4%	?	13.2%&0.1%	-2.9%&-3.2%	-0.8&-0.9	-5.1%&-2.1%
COCCNc1nc(-c2ccc(N(C)C)cc2)nc2ccccc12	-1.3%	/	-8.1%	?	/	/	?	/	-27.3%
COc1cc(/C=C(\C#N)C(=O)N2CCOCC2)ccc1OCc1ccccc1	-13.1%	15.0%	10.8%	-8.9%	31.8%	-5.2%	-7.3%	-0.4	-0.1%
CCN(CC)CCCNC(=O)c1ccc2nc(CCc3ccccc3)oc2c1	0.6%	-3.6%	/	-7.1%[60.1 µM]	5.5%	0.8%	-22.0%	1.1	1.7%
O=C(O)c1cccc(NC(=S)NC(=O)c2cncc(Br)c2)c1	/	0.8%	/	-19.6%	/	6.2%	?	/	/
O=C(Nc1ccc(S(=O)(=O)N2CCCC2)cc1)C1CCN(S(=O)(=O)c2ccc(F)cc2)CC1	/	-27.2%	-4.2%	-2.1%	/	/	-5.7%	0.9	/
CC1(C)Cc2c(sc(NC(=O)COc3cccc4ccccc34)c2C#N)C(C)(C)N1	2.2%	?	-3.9%	-15.2%	22.4µM*	-5.0%	8.6%	0.7	-2.2%
COc1ccc(N(CC(=O)N2CCc3ccccc3C2)S(C)(=O)=O)cc1OC	-7.2%	31.0%[activator]	-0.8%	-5.5%	-1.2%	-6.2%	-34.0%	-0.4	-1.7%

Sorted by the number under 12-LOX inh (highest first): some entries from above
Molecule | 12-LOX inh
O=C(NCCN1CCOCC1)C1(C(F)(F)F)C/C(=C\Cc2ccccc2)CCCO1 (configuration not stated) | 15.3%
COc1ccc(C)cc1NC(=O)Nc1ccncc1 | 10.1%
O=C(COC(=O)c1cccc([N+](=O)[O-])c1)NC1CCCC1 | -0.6%
CCN(CC)CCCNC(=O)c1ccc2nc(CCc3ccccc3)oc2c1 | -22.0%

Additional compounds follow.
SMILES	Apoferritin bind	Pol iota inh	APE1 inh	Pol kappa inh	Pol beta inh	ERG-DNA inh	12-LOX inh	TRHR agonist	BLM inh
CC(C)(C)OC(=O)N1CCCC(C(=O)Nc2ccc(C(=O)NCc3ccccc3)cc2)C1 (configuration not stated)	/	-11.9%	/	-1.3%	/	16.3%	-14.1%	/	/
O=C(N/N=C\c1cccc(Cl)c1)c1n[nH]c2c1CCCC2	0.0%	45.4%[activator]	20.7%	-4.7%	0.7%	6.8%	1.4%	-0.9	0.5%
Cc1cccc(C(C)C)c1NC(=O)C1CN(S(=O)(=O)c2ccccc2)CCN1S(=O)(=O)c1ccccc1 (configuration not stated)	-1.9%	-7.9%	16.1%	-8.3%	2.3%[57.1 µM]	/	-1.1%	-0.1	0.1%
O=c1[nH]c(C2CCN(S(=O)(=O)c3ccccc3)CC2)nc2c1nnn2Cc1cccc(Cl)c1	2.0%	16.6%	-20.1%	-25.6%	8.0%	26.6%	-10.5%	-0.5	-9.7%
Cn1c(=O)c2c(nc(N3CCc4ccccc4C3)n2C)n(C)c1=O	-10.9%	-2.8%	2.3%	5.8%	2.6%	-4.9%	1.2%	0.0	-3.2%
O=C(OCCCN1C(=O)c2ccccc2C1=O)c1ccco1	-7.4%	19.1%	1.8%	-10.2%	4.4%	-2.7%	21.3%	0.0	-0.8%
O=C(C=Cc1cccs1)c1cccs1	/	?	/	0.9%	/	-2.6%	-22.9%	/	/
COc1ccc(NC(=S)N2CCN(Cc3ccco3)CC2)c(OC)c1	-1.8%	5.0%	4.9%	-3.2%	15.5%	/	-4.9%	-0.3	4.5%
Cc1cc2oc(=O)cc(-c3ccccc3)c2c(C)c1-c1sccc1C=O	-22.6%[110 µM]	/	-2.9%	-18.0%	/	/	/	/	-7.5%[75.6 µM]
COC(=O)C(C#N)c1nc2ccccc2nc1N1CCCC1 (configuration not stated)	-4.2%	23.0%	-1.4%	-16.4%	-5.8%	-2.2%	0.0%	0.8	-3.3%
CC(=O)c1c(C)[nH]c(C(=O)CSc2nnc(-c3ccco3)n2Cc2ccccc2)c1C	?	27.6%	-2.3%	-26.7%	11.7%	-11.1%	?	0.5	-2.0%
O=C(Nc1nnc(Cc2ccccc2)s1)C1CCN(C(=O)c2ccco2)CC1	3.1%	35.3%[activator]	51.0%[activator]	1.6%	17.0%	13.9%	?	1.1	-3.5%
CCOC(=O)C1(CC2CCCCO2)CCN(Cc2ccccc2-c2ccco2)CC1 (configuration not stated)	-10.1%	39.1%	8.9%	8.2%	6.0%	-3.6%	?	-1.5	-2.5%
COc1cc(N=C2C(=O)N3CCCc4cccc2c43)cc(OC)c1	-15.1%	9.1%	1.9%	-3.1%	-0.3%	-4.2%	-17.0%	0.3	-3.7%
COc1cccc(N2CCN(c3nc(C)c(C)c(=O)[nH]3)CC2)c1	2.2%	107.9%[activator]	-5.7%	-1.7%	47.7%	-3.7%	-2.3%	-0.2	0.5%
CC(C(=O)O)N1C(=O)/C(=C/c2cccn2C)SC1=S (configuration not stated)	-3.9%	0.3%	-4.6%	-2.6%	25.7%	2.1%	?	-0.3	-3.0%
CN1CCN(Cc2nc3c([nH]2)c(=O)[nH]c(=O)n3C)CC1	-7.1%	-1.5%	3.5%	-5.6%	9.5%	6.0%	?	0.0	-2.4%
O=C(O)CC1S/C(=N\N=C/c2ccccc2O)N(c2ccc(O)cc2)C1=O (configuration not stated)	2.3%	-0.3%	15.0%	-9.4%	8.2%	-3.2%	-9.6%	0.8	-2.9%
CCS(=O)(=O)NCCc1csc(C)n1	-3.9%	7.1%	-0.8%	-14.6%	21.2%	-4.7%	20.1%	0.2	-7.7%
COC(=O)c1ccc(C(=O)OC)c(NC(=O)C2CC2)c1	-1.0%	48.1%[activator]	-3.5%	-14.6%	22.8%	9.0%	8.3%	-1.2	-2.0%
Cc1cc(NC(=O)COC(=O)c2c(C)nn(-c3ccccc3)c2C)no1	-7.5%	11.2%	16.3%	2.8%	2.4%	-2.7%	0.0%	-1.9	-8.5%
CC(c1ccccc1)n1cnc2ccccc2c1=O (configuration not stated)	-14.3%	17.6%	-11.5%	5.4%	0.3%	17.6%	8.3%	0.1	1.0%
COc1ccc(C(C)(C)C)cc1NC(=O)CCCN1C(=O)CN(C)C1=O	/	20.0%	-4.3%	-8.5%	/	6.6%	-15.2%	-0.3	/

Not all compounds are listed; rates above refer to the full screens.
